SKN-1 block – C. elegans SKN-1 inhibition | C. elegans VP596 Pgst-4::GFP/RFP ratio, acrylamide-induced, 24 h | inhibition, % at 21.8 µM | 0.49% of 360,000 active | AID 624304;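 active means interference check ratio from 0.5 to 1.5 plus GFP to RFP signal ratio inhibition reaching or exceeding a fixed threshold, cut at about 30% in these data, passing the limit was not always enough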; further: some compounds called inactive have numbers as strong as hits
NadD block – NadD (S. aureus) enzyme inhibition. purified NadD enzyme, colorimetric absorbance read-out. AID 602399. 0.78% of 360,000 active. inhibition, % at 20 µM; in the data active means inhibition above about 26%; further: some compounds past the cut are filed as inactive
CSN inh – inhibitors of human CSN-mediated cullin deneddylation | Q92905 | Purified CSN, SCF-Nedd8-OG deneddylation, fluorescence polarization | inhibition, % at 12.5 µM | 0.38% of 360,000 active;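 active means pattern-corrected inhibition above about 35%, with an unprinted fluorescence ratio check between 0.5 and 1.5, limit read from the data, passing the limit was not always enough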;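 further: 0% = enzyme with substrate and 100% = substrate without enzyme; some results filed as inactive read as strong as hits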
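Assay system: purified human Csn5 enzyme expressed in HEK293T cells; Input: 0.24 nM Csn5 enzyme, final concentration; Reagent: 10 nM SCFSkp2-Nedd8OG; Compound dosing: 12.5 µM single point; Times: reaction 90 min, room temperature; Technique: fluorescence polarization readout.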
FAS-TE inh – blocks the thioesterase domain of human fatty acid synthase | inhibition, % at 15 µM | 0.67% of 360,000 active | P49327 | AID 602261 | recombinant FAS-TE, OMFH fluorogenic substrate, fluorescence endpoint;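 active means compounds whose normalised, plate-corrected inhibition of enzyme fluorescence in the single-dose primary screen is 50% or more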;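 further: 0% = DMSO with enzyme and 100% = substrate without enzyme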
Rin1 Abl inh – inhibitors of human Rin1-Abl protein interaction; P00519+Q13671; TR-FRET Rin1/Abl binding, biochemical; inhibition, % at 7.35 µM; 0.4% of 360,000 active; in the data active means inhibition above about 5%, passing the limit was not always enough
Target sequence (P00519 whole entry, looked up): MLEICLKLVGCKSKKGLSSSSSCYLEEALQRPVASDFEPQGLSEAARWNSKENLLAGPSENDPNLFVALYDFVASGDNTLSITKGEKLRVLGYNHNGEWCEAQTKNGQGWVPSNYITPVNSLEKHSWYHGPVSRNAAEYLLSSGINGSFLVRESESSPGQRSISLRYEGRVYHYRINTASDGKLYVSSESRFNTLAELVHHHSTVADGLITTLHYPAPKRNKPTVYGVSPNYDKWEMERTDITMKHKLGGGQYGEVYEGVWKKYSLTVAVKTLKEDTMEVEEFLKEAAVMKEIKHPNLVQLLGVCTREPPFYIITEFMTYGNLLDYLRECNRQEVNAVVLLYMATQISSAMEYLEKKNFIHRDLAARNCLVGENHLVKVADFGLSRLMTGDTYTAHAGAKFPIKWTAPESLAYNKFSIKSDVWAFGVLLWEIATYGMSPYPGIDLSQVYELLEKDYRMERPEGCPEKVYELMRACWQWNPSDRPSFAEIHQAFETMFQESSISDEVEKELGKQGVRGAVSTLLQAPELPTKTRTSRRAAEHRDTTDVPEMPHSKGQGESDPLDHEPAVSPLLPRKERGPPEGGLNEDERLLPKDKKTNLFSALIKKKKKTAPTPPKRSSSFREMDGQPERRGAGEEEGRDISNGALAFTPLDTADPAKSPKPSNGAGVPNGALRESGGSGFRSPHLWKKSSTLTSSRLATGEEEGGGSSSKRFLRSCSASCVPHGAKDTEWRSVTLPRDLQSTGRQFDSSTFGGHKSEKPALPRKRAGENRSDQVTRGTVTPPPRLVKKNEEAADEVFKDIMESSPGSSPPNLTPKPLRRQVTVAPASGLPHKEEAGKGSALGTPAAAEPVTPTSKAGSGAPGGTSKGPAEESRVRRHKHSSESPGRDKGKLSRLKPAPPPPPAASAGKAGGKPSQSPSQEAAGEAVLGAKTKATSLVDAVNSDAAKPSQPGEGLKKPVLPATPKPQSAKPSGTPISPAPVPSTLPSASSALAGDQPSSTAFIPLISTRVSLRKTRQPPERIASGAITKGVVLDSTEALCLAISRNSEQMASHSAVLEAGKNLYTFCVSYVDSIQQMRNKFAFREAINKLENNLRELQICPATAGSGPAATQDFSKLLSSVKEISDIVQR
Target sequence (Q13671 whole entry, looked up): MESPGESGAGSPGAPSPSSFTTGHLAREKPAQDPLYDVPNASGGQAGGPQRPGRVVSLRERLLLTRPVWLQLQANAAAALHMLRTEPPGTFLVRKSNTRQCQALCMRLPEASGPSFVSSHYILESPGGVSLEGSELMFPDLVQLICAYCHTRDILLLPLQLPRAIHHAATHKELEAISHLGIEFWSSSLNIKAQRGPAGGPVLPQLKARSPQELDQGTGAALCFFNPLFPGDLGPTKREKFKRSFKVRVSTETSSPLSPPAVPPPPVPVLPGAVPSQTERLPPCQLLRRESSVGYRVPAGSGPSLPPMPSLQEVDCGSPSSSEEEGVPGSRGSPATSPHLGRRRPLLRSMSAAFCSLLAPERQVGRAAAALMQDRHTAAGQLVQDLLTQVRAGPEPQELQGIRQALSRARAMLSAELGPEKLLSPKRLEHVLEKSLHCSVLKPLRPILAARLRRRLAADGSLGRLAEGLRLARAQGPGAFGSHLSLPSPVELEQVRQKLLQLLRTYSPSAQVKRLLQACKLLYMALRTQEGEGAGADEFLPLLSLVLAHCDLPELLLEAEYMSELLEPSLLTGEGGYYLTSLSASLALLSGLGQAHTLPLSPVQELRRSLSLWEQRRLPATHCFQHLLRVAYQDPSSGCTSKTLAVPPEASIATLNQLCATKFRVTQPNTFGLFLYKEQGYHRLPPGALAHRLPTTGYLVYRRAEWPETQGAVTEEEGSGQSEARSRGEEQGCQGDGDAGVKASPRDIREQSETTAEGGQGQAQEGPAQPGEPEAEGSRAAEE
Rpn11 block – blocks the human proteasome subunit Rpn11. O00487. human 26S proteasome, Ub4-pepOG fluorescence polarization; 20S core pre-blocked with epoxomicin. calls only at 20 µM. 0.59% of 360,000 active. AID 588493;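 active means inhibition at 20 µM, scaled to each plate's controls, above about 33%, limit read from the data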
MT1-MMP act inh – blocks activation of human MT1-MMP. P50281. AID 651647. 0.061% of 360,000 active. HT1080 RFP-PRO-GFP cells, GFP/RFP ratio fluorescence, overnight; percent of plate control window, DMSO zero. GFP/RFP ratio change, % at 20 µM;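 active means GFP/RFP ratio change of at least 30% with cell ATP level not reduced by more than half and red fluorescence within 50% of control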; further: strong numbers were not always called active
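Assay system – RFP-PRO-GFP reporter HT1080 cells · Compound dosing – single dose of 20 µM compound, 1% DMSO final · Incubation – overnight compound exposure at 37 °C · Measure – GFP/RFP fluorescence ratio · Benchmarks – DMSO wells and RFP-L50D-GFP cells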
Neddyl block – blocks human cullin neddylation | TR-FRET cullin neddylation, biochemical | calls only at 25 µM | P61081+Q13564 | 0.58% of 360,000 active; in the data active means inhibition above about 36%
MLLE-PAM2 inh – inhibitors of microRNA-mediated deadenylation, human PABP1 MLLE binding; 0.36% of 360,000 active; inhibition, % at 20 µM; GST-MLLE / FITC-PAM2 fluorescence polarization; P11940; in the data active means inhibition above about 35%, passing the limit was not always enough;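 further: plate controls were DMSO wells with GST-MLLE for no effect and wells lacking GST-MLLE protein for full effect; some results filed as inactive read as strong as hits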
* = called active by the depositor; i = inactive; x = not tested or not shown; + = active, no number.

smiles | SKN-1 block | NadD block | CSN inh | FAS-TE inh | Rin1 Abl inh | Rpn11 block | MT1-MMP act inh | Neddyl block | MLLE-PAM2 inh
O=C(N/N=C/c1ccccc1)NC1CCCCC1 | -2 | 4 | -2 | 8 | -1 | i | -5 | i | -2
O=C(O)c1ccc(CN2C(=O)c3ccc(Oc4ccc([N+](=O)[O-])cc4)cc3C2=O)cc1 | -13 | -1 | -3 | -14 | -2 | i | 6 | i | 11
CS(=O)(=O)N1Cc2ccccc2CC1C(=O)O (configuration not stated) | 1 | 3 | 9 | -4 | 1 | i | -4 | i | 12
CCOC(=O)N1CCN(C2=NC3(CCCCC3)C(C#N)C(=O)N2)CC1 (configuration not stated) | 2 | -3 | 0 | -7 | -4 | i | 2 | i | 6
Cc1ccc(S(=O)(=O)c2c(C)cc(C)[nH]c2=O)cc1 | 23 | -4 | -8 | 0 | -2 | i | 5 | i | 0
CCOc1ccc(/C=N/NC(=O)c2csc(C)c2C)c(OCC)c1 | -8 | -1 | 2 | 12 | 0 | i | 2 | i | 4
Cc1c(C(=O)N2CCCCCC2)c(S(=O)(=O)Nc2ccccc2F)c(C)n1C | 2 | 6 | 0 | -3 | 0 | i | 3 | i | -3
CC(N=C1NS(=O)(=O)c2ccccc21)C(=O)NCc1ccncc1 (configuration not stated) | 16 | -5 | 0 | -9 | 4 | i | 0 | i | -12
CCC(/C=N/NC(=O)C(=O)N/N=C/C(CC)CC)CC | 9 | -3 | 0 | -7 | 0 | i | 1 | i | 1
N#Cc1c(N2CCCC2)ccc(Br)c1Cl | 9 | -7 | -3 | 14 | 3 | i | -5 | i | 1
CCCCn1c(N)c(N(CC(C)C)C(=O)c2ccc(S(=O)(=O)N3CCCCC3)cc2)c(=O)[nH]c1=O | 17 | 11 | -5 | -4 | 0 | i | -1 | i | -4
CN(Cc1ccccc1)S(=O)(=O)c1cccs1 | -7 | -3 | 0 | 0 | 4 | i | 2 | i | -8

Compound profiles (already shown).
Results for CCC(/C=N/NC(=O)C(=O)N/N=C/C(CC)CC)CC = SKN-1 block = 9; NadD block = -3; CSN inh = 0; FAS-TE inh = -7; Rin1 Abl inh = 0; Rpn11 block = i; MT1-MMP act inh = 1; Neddyl block = i; MLLE-PAM2 inh = 1
Results for O=C(N/N=C/c1ccccc1)NC1CCCCC1 = SKN-1 block = -2; NadD block = 4; CSN inh = -2; FAS-TE inh = 8; Rin1 Abl inh = -1; Rpn11 block = i; MT1-MMP act inh = -5; Neddyl block = i; MLLE-PAM2 inh = -2

Compounds above containing a thiophene ring, fused or not, in the order listed:
smiles | SKN-1 block | NadD block | CSN inh | FAS-TE inh | Rin1 Abl inh | Rpn11 block | MT1-MMP act inh | Neddyl block | MLLE-PAM2 inh
CCOc1ccc(/C=N/NC(=O)c2csc(C)c2C)c(OCC)c1 | -8 | -1 | 2 | 12 | 0 | i | 2 | i | 4
CN(Cc1ccccc1)S(=O)(=O)c1cccs1 | -7 | -3 | 0 | 0 | 4 | i | 2 | i | -8

Only Rpn11 block, MT1-MMP act inh and MLLE-PAM2 inh, for some of the entries so far:
SMILES,Rpn11 block,MT1-MMP act inh,MLLE-PAM2 inh
CC(N=C1NS(=O)(=O)c2ccccc21)C(=O)NCc1ccncc1 (configuration not stated),i,0,-12
O=C(O)c1ccc(CN2C(=O)c3ccc(Oc4ccc([N+](=O)[O-])cc4)cc3C2=O)cc1,i,6,11
CCOc1ccc(/C=N/NC(=O)c2csc(C)c2C)c(OCC)c1,i,2,4
Cc1ccc(S(=O)(=O)c2c(C)cc(C)[nH]c2=O)cc1,i,5,0
Cc1c(C(=O)N2CCCCCC2)c(S(=O)(=O)Nc2ccccc2F)c(C)n1C,i,3,-3

(next part)
smiles | SKN-1 block | NadD block | CSN inh | FAS-TE inh | Rin1 Abl inh | Rpn11 block | MT1-MMP act inh | Neddyl block | MLLE-PAM2 inh
O=c1cc(CO)oc(C(Nc2ccccn2)c2cccc(F)c2)c1O (configuration not stated) | 6 | -2 | 3 | -6 | 2 | i | -3 | i | 17
N#CCCN(Cc1cccnc1)C(=S)Nc1ccccc1Cl | 4 | -6 | -1 | -2 | -1 | i | 4 | i | 0
O=C(OCC(=O)N1CCCC1)c1c[nH]c2ccccc12 | 6 | -4 | -5 | -8 | 1 | i | 0 | i | 2
Cn1ncc(Cl)c1C(=O)N/N=C/c1cc2c(cc1[N+](=O)[O-])OCO2 | 8 | -4 | 1 | -10 | 1 | i | 0 | i | 1
CCN(CC(=O)Nc1c(F)cccc1F)C(=O)C1COc2ccccc2O1 (configuration not stated) | -7 | -2 | -2 | -5 | 6 | i | 11 | i | 4
O=c1c2ccccc2nc(N/N=C/c2ccc(O)cc2)n1O | 13 | 2 | 4 | -5 | -1 | i | 2 | i | 18
COc1ccccc1C(=O)Nc1cccc(Oc2c(F)c(F)c(F)c(F)c2F)c1 | 7 | -2 | -3 | 36 | -4 | i | 3 | i | 4
CCOc1ccc(S(=O)(=O)N2CCN(C(=O)C3CSC4(C)CCC(=O)N34)CC2)cc1 (configuration not stated) | 14 | 3 | 1 | 10 | 8 | i | -2 | i | -39
CCOC(=O)CCCCC(=O)c1[nH]c(=O)[nH]c1CN1CCOCC1 | 8 | -1 | 2 | -8 | 80* | i | -3 | i | 6
Cc1nc(SC(C)C(=O)Nc2c(C)n(C)n(-c3ccccc3)c2=O)nc(C)c1C (configuration not stated) | 13 | -1 | -2 | -7 | 2 | i | 0 | i | 18
CCOC(OCC)c1nc(N)[nH]c(=O)c1CCCCc1ccccc1 | 0 | -1 | -1 | -4 | -3 | i | 7 | i | -6
COCCCNC(=O)C[C@H]1C[C@H](C(=O)N2CCOCC2)[C@@]2(C)c3[nH]c4cc(CCC(=O)N(C)C)ccc4c3CCN2C1=O | 16 | -2 | 7 | -8 | 1 | i | -1 | i | 4
O=C(c1ccc(-n2cccc2)cc1)N1CCCCC1 | -8 | -5 | -2 | -4 | -4 | i | 4 | i | -4
Cc1ccc(NC(=O)c2ccc(COc3ccccc3[N+](=O)[O-])o2)nc1 | 12 | -5 | 1 | 12 | 0 | i | 2 | i | 4
COc1ccc(N(CCC(=O)O)S(=O)(=O)c2ccc(C)c(C)c2)cc1 | 6 | -1 | -7 | -2 | 2 | i | -1 | i | 1
CCOC(=O)[C@]12CCCC=C1N(CCC1=CCCCC1)C(=O)[C@H](CC(=O)NCc1ccc(OC)c(OC)c1)C2 | -12 | x | 2 | x | x | x | 2 | i | x
Cc1noc(C)c1S(=O)(=O)N1CCC(C(=O)Nc2ccc(Br)cc2)CC1 | 0 | -6 | 4 | 3 | 2 | i | 8 | i | -8
COc1ccc(C(=O)CCC(=O)Nc2cccnc2)c(OC)c1 | 8 | 1 | 1 | -8 | 1 | i | 0 | i | -8
O=C(O)c1cccc(-n2c(/C=C/c3cccc([N+](=O)[O-])c3)nc3ccccc3c2=O)c1 | -18 | 4 | 4 | 16 | 2 | i | -5 | i | -11
O=S(=O)(NCCc1ccncc1)c1ccc(S(=O)(=O)N2CCCCCC2)cc1 | 2 | -13 | -8 | 0 | -1 | i | 0 | i | 1
Cc1c(C(=O)O)sc2[nH]c(=O)n(Cc3ccccc3)c(=O)c12 | 3 | 11 | -2 | -3 | 3 | i | 0 | i | 3
COc1ccc(Cc2nnc(NC(=O)C3CCCO3)s2)cc1 (configuration not stated) | -3 | 6 | 6 | -10 | -2 | i | -1 | i | 20
CC(=O)OCC(=O)C1(O)CCC2C3CC(C)C4=CC(=O)C=CC4(C)C3=CCC21C (configuration not stated) | 7 | -5 | 6 | -4 | -1 | i | 3 | i | -7
COc1ccc(OC)c(C(C)NS(=O)(=O)c2cccs2)c1 (configuration not stated) | 1 | 0 | 4 | -3 | -2 | i | 7 | i | 9

Reprinted at random: 2 compounds from above.
smiles | SKN-1 block | NadD block | CSN inh | FAS-TE inh | Rin1 Abl inh | Rpn11 block | MT1-MMP act inh | Neddyl block | MLLE-PAM2 inh
Cc1c(C(=O)O)sc2[nH]c(=O)n(Cc3ccccc3)c(=O)c12 | 3 | 11 | -2 | -3 | 3 | i | 0 | i | 3
COc1ccc(Cc2nnc(NC(=O)C3CCCO3)s2)cc1 (configuration not stated) | -3 | 6 | 6 | -10 | -2 | i | -1 | i | 20

The list continues:
smiles | SKN-1 block | NadD block | CSN inh | FAS-TE inh | Rin1 Abl inh | Rpn11 block | MT1-MMP act inh | Neddyl block | MLLE-PAM2 inh
COc1cc(/C=C2\CC/C(=C\c3cc(OC)c(OC)c(OC)c3)C2=O)cc(OC)c1OC | 3 | -11 | 8 | -5 | -3 | i | -29 | i | -61
COc1ccc(NC(=O)CS(=O)(=O)c2cn(CC(=O)N3CCOCC3)c3ccccc23)cc1OC | -3 | -5 | 0 | -8 | -1 | i | 1 | i | 17
COc1ccc(C(=O)NNC(=O)c2cccc(S(=O)(=O)N3CCOCC3)c2)cc1 | 21 | 4 | -2 | -4 | 1 | i | -2 | i | -14
Cn1cnc(C(=O)N2CCc3ccccc3C2)c1C(=O)N1CCc2ccccc2C1 | 21 | 20 | -8 | -3 | -1 | i | 4 | i | -96
COc1ccc(CNC(=O)C(c2ccco2)N(C(=O)c2snc(C(N)=O)c2N)c2ccccc2OC)cc1 (configuration not stated) | 6 | 1 | 2 | -1 | -1 | i | -3 | + | -2
C=CCN(CC=C)CCCOc1ccc(Br)cc1Cl | 17 | -6 | 3 | 11 | -1 | i | 3 | i | -3
CCOCCCNC(=O)C(c1ccc(OC)cc1)N(Cc1ccc2c(c1)OCO2)C(=O)c1ccccc1O (configuration not stated) | -5 | -8 | -1 | -2 | 4 | i | -3 | i | 7
COc1ccc(CN(CCCN2CCOCC2)S(=O)(=O)N(C)C)cc1OC | -26 | 0 | 0 | -6 | 3 | i | 0 | i | -3
CCSc1nc2c([nH]1)c(=O)n(C)c(=S)n2C | 7 | 4 | 4 | -4 | 2 | i | 4 | i | 16
CC(C)NC(=O)C1(C)CN(S(C)(=O)=O)CC(=O)N1C1CCCCCC1 (configuration not stated) | -9 | x | 1 | x | x | x | 0 | i | x
C[C@H]1CCC/C=C/[C@@H]2C[C@H](O)C[C@H]2[C@H](O)[C@H](S(=O)c2ccc(O)cc2)CC(=O)O1 (some centres not stated) | -12 | 2 | 0 | -6 | 3 | i | 0 | i | 7
COc1ccc(C(O)c2ncc(-c3ccccc3C)[nH]2)cc1F (configuration not stated) | -4 | -2 | 7 | -2 | 3 | i | -3 | i | 12

High-throughput results from PubChem.
